Ecoli viability: reduces bacterial viability in AddAB counter-screen; inhibition, % at 11.9 µM; 330,000 tested, 0.27% active; AID 449728; E. coli V3065 growth, OD600 absorbance, 18 h;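 active = inhibition above the campaign's mean inhibition across all tested compounds plus 3 SD, cut at about 9.9% in these data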;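 note: uninfected addAB+ strain grown without phage in ampicillin broth; 0% = DMSO wells and 100% = ciprofloxacin 0.95 µg/ml wells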
SUMO Mot1 rescue: blocks SUMOylation pathway, rescuing yeast Mot1-301 growth; S. cerevisiae Mot1-301 growth rescue, ATP luminescence, 38.5C; percent above DMSO median, 100 means doubled; growth rescue, % at 18.8 µM; 320,000 tested, 1% active;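 active = every valid replicate shows activation above 250% relative to neutral control wells; inactive = the rest, any valid replicate at or below 250%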;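 note: OY570 slx delta 5 strain wells were the positive control but not used for scaling; some compounds called inactive have numbers as strong as hits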
PKA-R2B activ: PKA-R2B complex activation; activation, % at 11.4 µM; 340,000 tested, 0.079% active; AID 504700; PKA-R2B holoenzyme dissociation, Cy5-IP20 fluorescence polarization; R2B truncated from residue 108, S112A mutant; 0% DMSO only, 100% 113 µM cGMP;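 active = activation above a cutoff set at the mean over all compounds plus 3 SD, cut at about 18% in these data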;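 note: higher means more holoenzyme dissociation and a rise in polarization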
PKA-R1A activ: activates the PKA-R1A holoenzyme complex; activation, % at 11.4 µM; PKA-R1A dissociation, Cy5-IP20 fluorescence polarization; scaled: DMSO 0%, 113 µM cGMP 100%; AID 504707; 340,000 tested, 0.083% active; P00514+P68181;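 active = percent activation above the mean of all tested compounds plus 3 SD, cut at about 19% in these data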;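 note: higher means more PKAc released from R1A so a rise in polarization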
CDK5 inh: CDK5/p35 (human) kinase inhibition; Recombinant CDK5/p35, ADP-Glo luminescence, 60 min; 330,000 tested, 0.01% active; inhibition, % at 10 µM; Q00535+Q15078;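 active = highest replicate inhibition of at least 50% and at least 75% of replicates reaching 50%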;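 note: plate controls were DMSO neutral control for no effect and GW8510 at 10 µM for full effect; many of its hits are not listed in these tables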
Target sequence (Q00535 whole entry, looked up): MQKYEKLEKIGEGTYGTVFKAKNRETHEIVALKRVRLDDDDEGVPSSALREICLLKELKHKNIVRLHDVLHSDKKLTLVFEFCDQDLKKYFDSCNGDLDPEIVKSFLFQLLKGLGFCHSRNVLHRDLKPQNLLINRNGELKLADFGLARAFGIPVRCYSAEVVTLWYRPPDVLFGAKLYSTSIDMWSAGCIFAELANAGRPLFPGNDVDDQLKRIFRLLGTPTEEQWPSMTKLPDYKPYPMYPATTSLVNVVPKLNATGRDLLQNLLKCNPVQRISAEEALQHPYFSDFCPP
Target sequence (Q15078 whole entry, looked up): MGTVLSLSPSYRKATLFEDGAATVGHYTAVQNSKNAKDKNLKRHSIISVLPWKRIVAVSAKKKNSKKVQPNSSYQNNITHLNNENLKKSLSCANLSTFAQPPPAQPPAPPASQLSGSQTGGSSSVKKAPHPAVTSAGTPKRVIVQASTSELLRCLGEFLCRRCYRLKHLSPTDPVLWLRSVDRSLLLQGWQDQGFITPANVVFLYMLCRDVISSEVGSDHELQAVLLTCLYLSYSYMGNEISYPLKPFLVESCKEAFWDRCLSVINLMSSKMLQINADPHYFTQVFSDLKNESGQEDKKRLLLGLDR
HTR5A ag: HTR5A agonism, opioid heterodimer counter-screen; HTR5A agonist assay, luminescence, cell-based; activation, % at 9.3 µM; 340,000 tested, 0.61% active; AID 504692; in the data active = activation mostly above about 9.5%, no sharp cut-off; inactive = mostly below about 7.6%;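 note: 0% = cells with vehicle only and 100% = reference agonist; strong numbers were not always called active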
Target sequence (P47898 whole entry, looked up): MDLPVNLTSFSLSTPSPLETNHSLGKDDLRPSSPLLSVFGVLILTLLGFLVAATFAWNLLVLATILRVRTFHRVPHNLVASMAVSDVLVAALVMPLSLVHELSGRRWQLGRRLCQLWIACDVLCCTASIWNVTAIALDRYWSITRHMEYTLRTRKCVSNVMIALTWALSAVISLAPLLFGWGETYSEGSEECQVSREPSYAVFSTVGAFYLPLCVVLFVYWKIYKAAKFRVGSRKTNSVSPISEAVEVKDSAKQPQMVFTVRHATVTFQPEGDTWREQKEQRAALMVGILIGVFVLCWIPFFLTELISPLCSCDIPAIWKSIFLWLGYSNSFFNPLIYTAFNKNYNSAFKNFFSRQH
Tat export inh: E. coli Tat transport inhibition | 340,000 tested, 0.036% active | E. coli MC4100 TorA-mCherry Tat export, fluorescence | inhibition, % at 10 µM;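 active = mean replicate inhibition at least 50% and at least half of replicates individually reaching 50%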;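 note: exported cargo escapes ClpAP degradation while cytoplasmic cargo is degraded and loses fluorescence; 0% = median of neutral control wells and 100% = median of NaSCN control wells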
HTR5A inv ag: HTR5A inverse agonism, opioid heterodimer counter-screen; P47898; HTR5A cell line, luminescence; inhibition, % at 9.3 µM; 340,000 tested, 0.083% active; in the data active = inhibition mostly above about 23%, no sharp cut-off; inactive = mostly below about 18%;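 note: 0% = cells with DMSO and 100% = no-cell wells with DMSO; some compounds called inactive have numbers as strong as hits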
AddAB inh: less growth of phage-infected E. coli with AddAB; inhibition, % at 11.9 µM; E. coli expressing H. pylori AddAB, absorbance growth; AID 435030; 330,000 tested, 0.29% active; in the data active = inhibition above about 12%;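 note: 0% = vehicle wells of infected cells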
phage Ecoli inh: E. coli growth loss with phage present | growth absorbance | inhibition, % at 11.9 µM | 360,000 tested, 0.26% active | AID 651602; in the data active = inhibition above about 11%
DAGLB inh: blocks human DAGLB lipase activity. HEK293T DAGLB membrane lysate, EnzChek fluorogenic substrate. 340,000 tested, 0.059% active. Q8NCG7. inhibition, % at 5.17 µM. AID 504411; in the data active = inhibition above about 34%;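 note: 0% = enzyme with vehicle and 100% = wells lacking enzyme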
The depositor's hits bear a star.

CN(C)c1ccc(NC(=O)Cn2ncn3c(cc4ccccc43)c2=O)cc1 was read as Ecoli viability -2.1, SUMO Mot1 rescue -8.9, PKA-R2B activ -10.1, PKA-R1A activ 2.1, CDK5 inh -1.8, HTR5A ag 8.3, Tat export inh 0.5, HTR5A inv ag -21.4, AddAB inh 0.6, phage Ecoli inh 2.9 and DAGLB inh 1.8.
Screening N/C(=N\N=C\c1cccs1)SC1CC(=O)N(c2ccc(Br)cc2)C1=O (stereo unspecified) returned Ecoli viability -2.9, SUMO Mot1 rescue -7.1, PKA-R2B activ 7.3, PKA-R1A activ -5.8, CDK5 inh -1.5, HTR5A ag 8.0, Tat export inh 2.7, HTR5A inv ag -22.7, AddAB inh -2.1, phage Ecoli inh 1.6 and DAGLB inh 1.7.
Screening CCCc1nc2ccc(NC(C)=O)cc2c(=O)n1Cc1ccc(Cl)cc1 returned Ecoli viability -1.2, SUMO Mot1 rescue -8.3, PKA-R2B activ 7.0, PKA-R1A activ -2.9, CDK5 inh -1.3, HTR5A ag 10.2*, Tat export inh -8.0, HTR5A inv ag -26.8, AddAB inh -1.8, phage Ecoli inh -1.1 and DAGLB inh -0.7.
Cc1oc2ccc(NS(=O)(=O)c3ccc(C(C)(C)C)cc3)cc2c1C(=O)Nc1ccccc1 was read as Ecoli viability -1.6, SUMO Mot1 rescue -8.1, PKA-R2B activ -1.4, PKA-R1A activ -2.1, CDK5 inh -1.1, HTR5A ag 0.9, Tat export inh 2.1, HTR5A inv ag -13.3, AddAB inh -0.2, phage Ecoli inh 0.9 and DAGLB inh -1.5.
Screening Cc1cc(=O)n(CC(=O)NC2CC2)c2c1c(C)nn2-c1ccccc1 returned Ecoli viability 2.2, SUMO Mot1 rescue -7.2, PKA-R2B activ 0.6, PKA-R1A activ -10.5, HTR5A ag 3.1, Tat export inh -1.4, HTR5A inv ag -11.5, AddAB inh 0.0 and DAGLB inh -1.5.
CCCN(CC(=O)Nc1ccccc1C)C(=O)c1ccc(N2CCCC2)c([N+](=O)[O-])c1 was read as Ecoli viability -0.4, SUMO Mot1 rescue -2.9, PKA-R2B activ 1.7, PKA-R1A activ -3.0, CDK5 inh 1.7, HTR5A ag -5.6, Tat export inh -7.6, HTR5A inv ag 13.7, AddAB inh -0.8, phage Ecoli inh 1.4 and DAGLB inh 0.4.
COc1ccccc1/C=C(/NC(=O)c1ccccc1)C(=O)NCCCn1ccnc1 was read as Ecoli viability -1.4, SUMO Mot1 rescue -17.5, PKA-R2B activ -1.1, PKA-R1A activ -1.3, CDK5 inh 0.4, HTR5A ag -0.2, Tat export inh -9.6, HTR5A inv ag 10.9, AddAB inh 1.0, phage Ecoli inh -0.3 and DAGLB inh 2.0.
For COc1ccc(C(=O)OCC(=O)c2c[nH]c3ccccc23)c(OC)c1 the results were Ecoli viability 1.7, SUMO Mot1 rescue 11.0, PKA-R2B activ -3.2, PKA-R1A activ 2.5, CDK5 inh -0.9, HTR5A ag 0.2, Tat export inh -9.2, HTR5A inv ag -0.5, AddAB inh 1.2, phage Ecoli inh 2.2 and DAGLB inh -1.6.
For Cc1cccc(NC(=S)NCc2ccc(F)cc2)c1 the results were Ecoli viability -0.3, SUMO Mot1 rescue -1.8, PKA-R2B activ 5.5, PKA-R1A activ 2.1, CDK5 inh -0.1, HTR5A ag 3.7, Tat export inh -9.7, HTR5A inv ag 1.1, AddAB inh 5.8, phage Ecoli inh 2.5 and DAGLB inh 0.3.
CC(=O)c1ccc(NC(=O)c2ccc(CSc3ccccc3)o2)cc1 was read as Ecoli viability -1.9, SUMO Mot1 rescue 14.3, PKA-R2B activ 2.2, PKA-R1A activ -3.0, CDK5 inh 0.1, HTR5A ag -2.1, Tat export inh -2.5, HTR5A inv ag 5.4, AddAB inh -2.3, phage Ecoli inh 2.0 and DAGLB inh -3.4.
CC1CCN(C(C(=O)Nc2ccc3c(c2)OCO3)c2ccccc2)CC1 (stereo unspecified) was read as Ecoli viability -0.2, SUMO Mot1 rescue -17.6, PKA-R2B activ 3.7, PKA-R1A activ -5.3, CDK5 inh 0.3, HTR5A ag 10.8, Tat export inh 16.0, HTR5A inv ag -27.8, AddAB inh 0.3, phage Ecoli inh 2.2 and DAGLB inh -2.5.
For CCn1c(CSCc2ccc(C)cc2)nnc1SCC(=O)NCc1ccccc1 the results were Ecoli viability -1.0, SUMO Mot1 rescue -23.2, PKA-R2B activ -7.8, PKA-R1A activ -14.1, CDK5 inh -1.2, HTR5A ag -11.2, Tat export inh -3.4, HTR5A inv ag -9.6, AddAB inh -4.2, phage Ecoli inh 0.9 and DAGLB inh 0.1.
For COc1cccc(CN2CC(C(=O)NCc3cnn(C)c3)CCC2=O)c1 (stereo unspecified) the results were Ecoli viability 0.3, SUMO Mot1 rescue -12.1, PKA-R2B activ -3.0, PKA-R1A activ 0.0, CDK5 inh -1.0, HTR5A ag -0.4, Tat export inh 5.9, HTR5A inv ag 9.2, AddAB inh 4.5, phage Ecoli inh -0.2 and DAGLB inh -0.7.
Screening Oc1[nH]c2ccccc2c1N=NC(=S)NCC1CCCO1 (stereo unspecified) returned Ecoli viability -3.8, SUMO Mot1 rescue -2.6, PKA-R2B activ -13.3, PKA-R1A activ -9.8, CDK5 inh 3.2, HTR5A ag -0.4, Tat export inh 17.6, HTR5A inv ag 1.1, AddAB inh -0.5, phage Ecoli inh 1.3 and DAGLB inh -1.6.
For CCc1nnc(NC(=O)Cc2c[nH]c3ccccc23)s1 the results were Ecoli viability 2.4, SUMO Mot1 rescue -9.9, PKA-R2B activ 5.5, PKA-R1A activ 1.3, CDK5 inh 1.7, HTR5A ag 4.4, Tat export inh 3.6, HTR5A inv ag -12.6, AddAB inh 2.7, phage Ecoli inh 3.4 and DAGLB inh 2.7.
For O=C(CSc1nnc2c(Cl)cc(C(F)(F)F)cn12)N(Cc1ccccc1)Cc1ccccc1 the results were Ecoli viability 0.9, SUMO Mot1 rescue 25.8, PKA-R2B activ -11.5, PKA-R1A activ -8.6, CDK5 inh 1.8, HTR5A ag -2.5, Tat export inh 8.6, HTR5A inv ag 14.1, AddAB inh 4.0, phage Ecoli inh 3.1 and DAGLB inh -6.3.
Screening Cc1nnc(SCC(=O)c2c(N)n(C)c(=O)n(C)c2=O)[nH]c1=O returned Ecoli viability -2.1, SUMO Mot1 rescue -7.9, PKA-R2B activ -5.2, PKA-R1A activ -12.4, CDK5 inh 0.1, HTR5A ag -0.8, Tat export inh -5.3, HTR5A inv ag 2.1, AddAB inh 3.8, phage Ecoli inh 0.6 and DAGLB inh 2.9.
For NC(=O)c1ccsc1NC(=O)CN1C(=O)NC2(CCCCC2)C1=O the results were Ecoli viability -1.8, SUMO Mot1 rescue -0.4, PKA-R2B activ 5.1, PKA-R1A activ -1.1, CDK5 inh -1.5, HTR5A ag -1.7, Tat export inh -12.9, HTR5A inv ag 4.3, AddAB inh 0.9, phage Ecoli inh -0.1 and DAGLB inh -3.8.
CCn1c(SCC(=O)NC2CCCCC2C)nnc1-c1ccc(OC)cc1 (stereo unspecified) was read as Ecoli viability 0.8, SUMO Mot1 rescue -5.1, PKA-R2B activ 0.3, PKA-R1A activ -5.9, CDK5 inh -2.6, HTR5A ag -1.5, Tat export inh 0.8, HTR5A inv ag -32.2, AddAB inh 0.0, phage Ecoli inh 3.4 and DAGLB inh 0.2.
Screening O=C(CN(Cc1ccc(Cl)c(Cl)c1)S(=O)(=O)c1ccccc1)N/N=C\c1ccc2c(c1)OCO2 returned Ecoli viability 0.9, SUMO Mot1 rescue -1.7, PKA-R2B activ -8.9, PKA-R1A activ -4.2, CDK5 inh -1.0, HTR5A ag 0.7, Tat export inh -4.7, HTR5A inv ag -2.0, AddAB inh 1.7 and DAGLB inh 0.1.
Screening CNC(=O)c1ccc(=O)n(Cc2cccc(C(F)(F)F)c2)c1 returned Ecoli viability -1.8, SUMO Mot1 rescue -4.9, PKA-R2B activ -12.6, PKA-R1A activ -3.4, CDK5 inh -1.5, HTR5A ag 0.1, Tat export inh 9.4, HTR5A inv ag -18.6, AddAB inh 0.3, phage Ecoli inh 3.8 and DAGLB inh -2.0.
Screening O=C1CN(C(=O)COC(=O)C23CC4CC(CC(O)(C4)C2)C3)c2ccccc2N1 returned Ecoli viability -1.1, SUMO Mot1 rescue -19.9, PKA-R2B activ -3.0, PKA-R1A activ -4.4, CDK5 inh 0.8, HTR5A ag -2.5, Tat export inh 1.2, HTR5A inv ag 6.7, AddAB inh -2.7, phage Ecoli inh -2.4 and DAGLB inh -2.8.
`Cc1ccc(S(=O)(=O)N2CCC(C(=O)OCC(=O)N3CCC(C)CC3)CC2)cc1C` gave Ecoli viability -0.5, SUMO Mot1 rescue 300.5, PKA-R2B activ 0.5, PKA-R1A activ 6.6, CDK5 inh 0.2, HTR5A ag 1.4, Tat export inh -3.3, HTR5A inv ag 8.0, AddAB inh -0.3, phage Ecoli inh 3.3 and DAGLB inh -3.2.
O=C(Nc1cccc2ncccc12)c1ccco1 was read as Ecoli viability 1.3, SUMO Mot1 rescue 5.4, PKA-R2B activ 5.0, PKA-R1A activ 1.5, CDK5 inh -0.7, HTR5A ag 6.5, Tat export inh -2.7, HTR5A inv ag -17.4, AddAB inh 3.8, phage Ecoli inh -2.0 and DAGLB inh 1.1.
`CN(C)C(=O)COn1c(SCC(=O)N(C)C)nc2ccccc2c1=O` gave Ecoli viability 0.0, SUMO Mot1 rescue -0.7, PKA-R2B activ -18.0, PKA-R1A activ -4.3, CDK5 inh 0.7, HTR5A ag -3.4, Tat export inh -0.5, HTR5A inv ag 1.9, AddAB inh 1.4, phage Ecoli inh 1.0 and DAGLB inh -0.8.
CC(C)(C)c1cc(NC(=O)c2cccc(S(=O)(=O)N3CCOCC3)c2)no1 was read as Ecoli viability -2.3, SUMO Mot1 rescue -5.6, PKA-R2B activ 6.8, PKA-R1A activ -7.7, CDK5 inh 0.1, HTR5A ag 1.0, Tat export inh -4.2, HTR5A inv ag 23.3, AddAB inh 2.4, phage Ecoli inh 0.8 and DAGLB inh 3.9.
Screening CC(C#N)On1c(SC(C)C#N)nc2ccccc2c1=O (stereo unspecified) returned Ecoli viability -0.7, SUMO Mot1 rescue -0.1, PKA-R2B activ -2.8, PKA-R1A activ 1.7, CDK5 inh -1.8, HTR5A ag -1.1, Tat export inh 2.2, HTR5A inv ag -5.6, AddAB inh -0.3, phage Ecoli inh 1.2 and DAGLB inh 1.0.
Screening COc1cccc(N(CC(=O)NCc2ccco2)C(=O)CCC(=O)Nc2nccs2)c1 returned Ecoli viability -2.9, SUMO Mot1 rescue 21.2, PKA-R2B activ -7.0, PKA-R1A activ -5.5, CDK5 inh 2.0, HTR5A ag 5.8, Tat export inh -7.6, HTR5A inv ag 17.3, AddAB inh 1.6, phage Ecoli inh 2.9 and DAGLB inh 0.3.
